# Screens from PubChem BioAssay.
# TRHR agonist: TRH receptor (human) agonism; P34981; TRHR cells, calcium flux fluo-8, FDSS agonist mode; activation, % at 2 µM; 0.18% of 360,000 active; in the data active = activation above about 30%; note: 0% is about no effect
# Target sequence (P34981 whole entry, looked up): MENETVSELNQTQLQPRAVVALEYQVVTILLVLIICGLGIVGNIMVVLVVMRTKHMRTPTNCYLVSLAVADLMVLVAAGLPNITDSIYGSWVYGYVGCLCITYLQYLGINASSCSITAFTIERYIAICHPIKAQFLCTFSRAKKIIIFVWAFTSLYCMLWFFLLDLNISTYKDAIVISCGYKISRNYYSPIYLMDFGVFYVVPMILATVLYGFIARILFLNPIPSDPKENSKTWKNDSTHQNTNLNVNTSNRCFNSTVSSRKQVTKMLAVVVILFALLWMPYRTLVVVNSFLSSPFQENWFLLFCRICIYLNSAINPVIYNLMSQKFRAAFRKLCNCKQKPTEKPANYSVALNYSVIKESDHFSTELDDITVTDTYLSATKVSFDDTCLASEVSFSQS
#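 In this calcium-flux screen, cells bearing human TRHR are dye-loaded with fluo-8, baselined for 10 cycles, then exposed to library compounds; positive kinetic calcium responses during the agonist phase mark hits, with TRH as control.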
# Pol iota inh: inhibitors of human DNA polymerase iota | AID 588590 | Potency, µM (doses to about 115 µM), for inactives: at the highest dose activity, negative = inhibition, actives largely listed as inhibitors | Pol iota fluorescent replication assay, 10 min | 1% of 390,000 active | Q9UNA4; note: potency is the fitted concentration of half-maximal effect
#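 Pol iota at 10 nM preincubated 15 min with compounds at room temperature; reaction started with fluorescent substrate, 50 nM final. Fluorescence read kinetically at 0 and 10 min; buffer-only wells as negative control.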
# Pol beta inh: DNA polymerase beta (human) inhibition | Pol beta primer extension/strand displacement, fluorescence kinetic | Potency, µM (top dose mostly 114 µM), for inactives: top-dose activity change, negative = inhibition, hits mostly inhibitors | 1.3% of 340,000 active; note: potency is the fitted concentration of half-maximal effect; % is set by controls: 0 for no effect and ±100 for the full control effect
#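 Kinetic readout of DNA synthesis with strand displacement by Pol beta. Compound and 10 nM enzyme sit 15 min at room temperature; 50 nM substrate starts the reaction, read immediately and at 10 min.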
# ALOX12 inh: blocks human arachidonate 12S-lipoxygenase; purified 12hLO, xylenol orange hydroperoxide absorbance; Potency, µM (doses to about 108 µM), without a hit: at the top dose activity change, negative = inhibition, hits mostly inhibitors; 1.1% of 580,000 active; AID 1671190; note: potency is the fitted concentration of half-maximal effect; % is set by controls: 0 for no effect and ±100 for the full control effect
# Target sequence (P18054 whole entry, looked up): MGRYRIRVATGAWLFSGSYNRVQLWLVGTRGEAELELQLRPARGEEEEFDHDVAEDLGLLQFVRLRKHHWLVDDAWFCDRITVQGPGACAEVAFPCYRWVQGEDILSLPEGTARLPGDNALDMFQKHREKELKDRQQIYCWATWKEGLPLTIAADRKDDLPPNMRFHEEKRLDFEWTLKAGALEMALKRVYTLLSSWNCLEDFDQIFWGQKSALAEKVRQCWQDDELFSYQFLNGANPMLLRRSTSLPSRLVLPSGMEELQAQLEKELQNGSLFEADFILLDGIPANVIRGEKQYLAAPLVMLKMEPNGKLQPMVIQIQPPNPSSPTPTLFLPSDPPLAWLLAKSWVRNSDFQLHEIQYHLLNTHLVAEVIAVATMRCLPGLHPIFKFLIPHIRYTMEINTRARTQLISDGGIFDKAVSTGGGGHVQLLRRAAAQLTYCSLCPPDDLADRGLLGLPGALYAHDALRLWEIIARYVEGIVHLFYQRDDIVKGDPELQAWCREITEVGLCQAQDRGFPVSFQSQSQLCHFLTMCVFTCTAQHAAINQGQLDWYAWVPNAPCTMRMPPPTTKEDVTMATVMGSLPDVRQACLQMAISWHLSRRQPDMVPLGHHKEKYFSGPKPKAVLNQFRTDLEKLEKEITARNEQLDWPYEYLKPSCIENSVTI
#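 Purified human 12hLO (150 nM final) in 25 mM Hepes, 0.01% Triton X-100, pH 7.0 was preincubated 15 min at room temperature with compound. Then 40 uM arachidonic acid was added, 30 min. Hydroperoxide was read by Fe-XO absorbance ratio 573/405 nm.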
# ERG-DNA inh: ERG Ets/DNA interaction inhibition | fluorescence polarization, His-ERG Ets domain / labelled DNA | P11308 | Potency, µM (series often up to 76.9 µM), for the others: at the highest dose FP activity, negative = inhibition, hits mostly inhibitors | 0.028% of 370,000 active; active = well fitted inhibition curve with a large enough effect in the polarisation, with a control signal flat; inconclusive = small, poorly fitted or top-dose-only effect, or effect the other way, or a change in a side signal; inactive = no such curve, though single readings can be large or run the other way; the % refers to the polarisation;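 note: polarization taken with two DNA probes labelled with fluorescein and Texas red; potency is the fitted concentration of half-maximal effect; % of control where 0% means no effect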
#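 His-tagged ERG Ets domain (1 uM in the protein solution; 300mM KCl, 50mM Tris-HCl, 1mM EDTA, 1mM DTT, pH 7.5) received compound, then a probe mix of 5 nM fluorescein-DNA and 100nM Texas-615-DNA. Fluorescence polarization was read for both dyes.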
# Pol kappa inh: DNA polymerase kappa (human) inhibition. Q9UBT6. purified Pol kappa, fluorescent DNA synthesis assay, 10 min. Potency, µM (doses to about 107 µM), for the others: top-dose activity, negative = inhibition, actives largely listed as inhibitors. 0.53% of 400,000 active. AID 588579; note: potency is the fitted concentration of half-maximal effect; % is set by controls: 0 for no effect and ±100 for the full control effect
#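 First, compounds were pin-transferred onto 10 nM Pol kappa. After 15 min at room temperature, substrate was added to 50 nM final. Fluorescence was then measured kinetically at 0 and 10 min.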
# APE1 inh: inhibitors of human APE1 endonuclease; P27695; recombinant APE1, TAMRA/BHQ-2 abasic DNA cleavage fluorescence; Potency, µM (top dose mostly 65.8 µM), for the others: at the highest dose activity change, negative = inhibition, hits mostly inhibitors; 0.35% of 350,000 active; AID 2517;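 note: potency is the fitted concentration of half-maximal effect; plate controls were vehicle for no effect and reference inhibitor for full effect; nearly all actives have a fitted effect of over 55% in size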
#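 Substrate: short duplex with […] THF abasic site, 5'-TAMRA and 3'-BHQ-2, 50 nM final. APE1 at 0.75 nM, preincubated 15 min RT with compound. Fluorescence increase from first to third read measured activity.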
# BLM helicase inh: Bloom syndrome helicase (human) inhibition. P54132. recombinant BLM DNA unwinding, fluorescence dequenching. Potency, µM (titrated, usually from 56.1 µM), for the others: at the highest dose activity change, negative = inhibition, usual class: inhibitors. 0.2% of 350,000 active;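 note: potency is the fitted concentration of half-maximal effect; plate controls were vehicle for no effect and no enzyme for full effect; nearly all actives have a fitted effect of over 35% in size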
# Apoferritin bind: binds horse apoferritin like a general anesthetic | AID 485281 | Potency, µM (highest dose often 77.5 µM), for inactives: at the top dose activity change, negative = displacement, usual class: inhibitors | 0.074% of 350,000 active | apoferritin/1-aminoanthracene competitive binding, fluorescence; note: potency is the fitted concentration of half-maximal effect; % is set by controls: 0 for no effect and ±100 for the full control effect; nearly all actives have a fitted effect of over 20% in size
#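 Steps: apoferritin (10 uM) was premixed with half-saturated 1-AMA in PBS, compounds were pin-transferred, plates stood 10 min at room temperature, fluorescence was read at 380/535 nm, and curves were fitted with a Hill equation.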
# The depositor's hits bear a star; ? = inconclusive; . = not tested or not shown; & = joins results of further samples; [ ] = dose if it differs, or a comment. Unless noted, calls come from the whole dose curve; as a rule, active = well fitted curve in the direction sought with a large enough effect; inconclusive = small, poorly fitted or top-dose-only effect, or another doubt; inactive = no such curve, though single readings can be large; an effect the other way counts as inactive or inconclusive. Not all compounds are listed; rates above refer to the full screens.
cpd	SMILES	TRHR agonist	Pol iota inh	Pol beta inh	ALOX12 inh	ERG-DNA inh
1	CCOC(=O)CCNC(=O)N1CCCC(Cc2ccccc2)(C(=O)OCC)C1 (stereo not drawn)	-0.6	19%	8%	-17%	2%
2	c1ccc(-n2c(SCc3nc(-c4cccs4)no3)nnc2-c2ccco2)cc1	-0.1	13%	19%	6%	.
3	CN1C2Cc3c(n(C)c4ccccc34)C1CC=C2CO (stereo not drawn)	0.4	24%	.	-3%	2%
4	CC(NC(=O)CCNC(=O)c1ccc(Br)cc1)c1ccc(-n2ccnc2)cc1 (stereo not drawn)	-0.3	25%	.	8%	8%
5	COc1ccc(Cc2nc3ccc(C(=O)NCCc4ccc(OC)c(OC)c4)cc3o2)cc1	0.3	14%	3%	-22%	7%
6	CN(Nc1cccc(Cl)c1)c1cccc(Cl)c1	.	-19%	.	32µM*	3%
7	Cc1cccc(NC(=O)CSc2nc(=O)n(Cc3ccco3)c3c2CCC3)c1C	-0.3	6%	?	?	4%
8	O=C(CSc1nnc2c(Cl)cc(Cl)cn12)N1CCOCC1	0.5	5%	1%	10%	3%

cpd	Pol kappa inh	APE1 inh	BLM helicase inh	Apoferritin bind
1	-11%	22%	-1%	-2%
2	-13%	0%	-8%	9%
3	-16%	-7%	.	.
4	-16%	-12%	.	.
5	-15%[60.1 µM]	.	-2%	-12%
6	-21%	.	.	.
7	-10%[60.1 µM]	.	-1%	-18%
8	1%	-1%	0%	-9%

# (cont.)
cpd	SMILES	TRHR agonist	Pol iota inh	Pol beta inh	ALOX12 inh	ERG-DNA inh
9	Cc1ccc(NC(=O)/C(C#N)=C/c2cn(CC(=O)NCc3ccco3)c3ccccc23)cc1C	4.1	157%[activator]	1%	19%	-4%
10	O=P(OC1CCCCC1)(OC1CCCCC1)C(O)c1ccccc1 (stereo not drawn)	2.3	20%	6%	-1%	2%
11	O=C(c1ccc(-n2cncn2)c([N+](=O)[O-])c1)N1CCN(S(=O)(=O)c2ccc(Cl)cc2)CC1	-0.2	-6%	19%	-5%	-9%
12	O=C(NC1CC(=O)N(c2cccc(F)c2)C1)c1ccc2c(c1)OCO2 (stereo not drawn)	0.0	25%	-1%	-42%	-1%
13	Cc1ccc(CNC(=O)CN(C(=O)N2CCN(C)CC2)S(=O)(=O)c2ccc(C)cc2)cc1	1.0	10%	.	-10%	-2%
14	Clc1cc(Sc2ccc(Br)cc2)nnc1-c1ccccc1	1.3	-2%	-1%	0%	5%
15	Nc1nc(SCC(=O)c2cc(F)ccc2F)n[nH]1	0.0	-2%	-24%	-14%	5%
16	CC(=O)C1=C(O)C(=O)N(Cc2cccnc2)C1c1ccc(C)cc1 (stereo not drawn)	1.5	.	-27%	?	.

cpd	Pol kappa inh	APE1 inh	BLM helicase inh	Apoferritin bind
9	-4%	-2%	-3%	1%
10	0%	1%	-6%	?
11	-1%	13%	-5%	-15%
12	-9%[60.1 µM]	.	0%	-6%
13	-1%	-3%	.	.
14	-5%	?	-6%	-19%
15	-8%	-5%	-3%	?
16	.	5%	-1%	3%

# The listing continues.
cpd	SMILES	TRHR agonist	Pol iota inh	Pol beta inh	ALOX12 inh	ERG-DNA inh
17	CCCC(=O)OC(C(=O)Nc1cc(C(F)(F)F)ccc1Cl)c1ccccc1 (stereo not drawn)	0.0	5%	11%	10%	3%
18	CCOC(=O)c1sc2nc(C3CC3)cc(-c3ccc(OC)cc3)c2c1N	0.1	-8%	7%	14%	-6%
19	O=C(CSc1ccccc1C(=O)NCc1ccccc1)NC12CC3CC(CC(C3)C1)C2	-1.0	-21%	-22%	-40%	.
20	COC(=O)c1cccc(N2C(=O)C(Cl)=C(N3CCOCC3)C2=O)c1	-0.1	?	3%	-22%	2%
21	CCn1c(SCC(N)=O)nnc1-c1ccco1	0.0	4%	3%	1%	-6%
22	COc1ccc(C(=O)Nc2cccc(-c3ccc(N4CCOCC4)nn3)c2)cc1	-0.4	3%	.	3%	7%
23	Cc1cc(C(=O)Nn2cnnc2)cs1	0.5	4%	8%	0%	3%
24	COc1ccc(S(=O)(=O)N2CCC(C)CC2)cc1N(C)S(=O)(=O)c1ccccc1	1.2	-11%	-3%	-4%	-1%

cpd	Pol kappa inh	APE1 inh	BLM helicase inh	Apoferritin bind
17	-14%	-1%	-12%	-13%
18	6%	-2%	-6%	-13%
19	-8%	-5%	-5%	?
20	-13%	8%	-2%	-16%
21	-17%	1%	0%	-11%
22	-5%	-10%	.	.
23	15%	5%	-5%	-2%
24	-19%	-3%	-9%	-16%

# Ordered by heavy-atom count (low to high): part of the list above
cpd	SMILES	TRHR agonist	Pol iota inh	Pol beta inh	ALOX12 inh	ERG-DNA inh
23	Cc1cc(C(=O)Nn2cnnc2)cs1	0.5	4%	8%	0%	3%
21	CCn1c(SCC(N)=O)nnc1-c1ccco1	0.0	4%	3%	1%	-6%
15	Nc1nc(SCC(=O)c2cc(F)ccc2F)n[nH]1	0.0	-2%	-24%	-14%	5%
16	CC(=O)C1=C(O)C(=O)N(Cc2cccnc2)C1c1ccc(C)cc1 (stereo not drawn)	1.5	.	-27%	?	.
18	CCOC(=O)c1sc2nc(C3CC3)cc(-c3ccc(OC)cc3)c2c1N	0.1	-8%	7%	14%	-6%
24	COc1ccc(S(=O)(=O)N2CCC(C)CC2)cc1N(C)S(=O)(=O)c1ccccc1	1.2	-11%	-3%	-4%	-1%
19	O=C(CSc1ccccc1C(=O)NCc1ccccc1)NC12CC3CC(CC(C3)C1)C2	-1.0	-21%	-22%	-40%	.

cpd	Pol kappa inh	APE1 inh	BLM helicase inh	Apoferritin bind
23	15%	5%	-5%	-2%
21	-17%	1%	0%	-11%
15	-8%	-5%	-3%	?
16	.	5%	-1%	3%
18	6%	-2%	-6%	-13%
24	-19%	-3%	-9%	-16%
19	-8%	-5%	-5%	?

# (cont.)
cpd	SMILES	TRHR agonist	Pol iota inh	Pol beta inh	ALOX12 inh	ERG-DNA inh
25	CCOC(=O)c1ccc(NC(=O)CC2C(=O)N(c3ccc(F)cc3)C(=O)N2CCC(C)C)cc1 (stereo not drawn)	0.3	-18%[58.9 µM]	17%	1%	-2%
26	O=C(CN1C(=O)NC2(CCOc3ccccc32)C1=O)NCc1ccc(F)cc1 (stereo not drawn)	-0.1	-15%	.	2%	-1%
27	C=CCn1c(SCc2ccc3c(c2)OCO3)nc2scc(-c3ccco3)c2c1=O	0.0	?	18%	-13%	-1%
28	CCOc1ccc(/C=C/c2nc(C#N)c(Nc3ccc(OCC)cc3)o2)cc1	-0.6	28%	0%	22%&-15%	4%
29	CC(C)Cc1cc(C(=O)Nc2cccc(O)c2)no1	0.1	-1%	33%	-4%	-2%
30	Cc1ccccc1N(CC(=O)NCCSCc1ccco1)S(C)(=O)=O	-0.3	56µM*	?	-3%[57.4 µM]	.
31	Cn1c(SCC(=O)Nc2ccccc2)nnc1-c1ccc(NC(=O)CCc2ccccc2)cc1	0.6	46%&23%[activator]	-1%	-11%	0%
32	CC(C)(C)c1ccc(C(=O)N2CCN(C(=O)C3CCCCC3)CC2)cc1	-0.5	24%	2%	0%	-3%

cpd	Pol kappa inh	APE1 inh	BLM helicase inh	Apoferritin bind
25	-17%	6%	-13%	-4%
26	-15%	9%	.	.
27	?	-3%	-8%	-7%
28	-9%	.	1%	-3%
29	-12%	-7%	-2%	-15%
30	-11%	-9%	-2%	-19%
31	-24%&9%	4%	2%	2%
32	-9%	6%	-3%	-9%

# (listing goes on)
cpd	SMILES	TRHR agonist	Pol iota inh	Pol beta inh	ALOX12 inh	ERG-DNA inh
33	O=C(COc1ccc(Cl)cc1)NCc1nnc2c3ccccc3c(-c3ccccc3)nn12	-1.0	0%	11%	-4%	2%
34	NC(=O)CSc1cn(Cc2ccccc2)c2ccccc12	-0.6	109%[activator]	-13%	29%	-12%
35	COc1ccc(NC(=O)C(c2ccc(C)cc2)N(C)C(=O)/C=C\c2ccc3c(c2)OCO3)cc1 (stereo not drawn)	0.8	-25%	8%	?	9%
36	CC(C)CC(NC(=O)C1CCC(C)CC1)C(=O)Nc1ccc2c(c1)OCCO2 (stereo not drawn)	0.5	-18%	3%	456%[activator]	-3%
37	O=C(Nc1ccccc1)c1c(F)c(F)c(F)c(F)c1F	-0.3	49%[activator]	-2%	1%[57.4 µM]	.
38	COc1ccc(-c2nnc(SC(C)C#N)o2)cc1 (stereo not drawn)	-0.2	-1%	0%	-23%	-3%
39	COc1cc(N2CCCC2)c(OC)cc1/C=C(/C#N)c1cccc(F)c1	16	7%	-5%	.	9%
40	CC1CN(CCOc2ccc(Cl)c(Cl)c2)CC(C)O1 (stereo not drawn)	-1.2	21%	0%	0.45µM*	0%
41	COc1ccc(OC(C)C(=O)Nc2ccccc2C(F)(F)F)cc1 (stereo not drawn)	-0.2	131%[activator]	23%	6%	8%
42	CCCc1nc(SCc2cccnc2)c2c(=O)n(C)c(=O)n(C)c2n1	-0.1	-25%	2%	15%	-1%
43	Cc1oc2c(c1C(=O)N1CCC(C)CC1)C(=O)c1ccccc1C2=O	0.0	-16%	26%	-6%	-6%

cpd	Pol kappa inh	APE1 inh	BLM helicase inh	Apoferritin bind
33	-20%	-2%	1%	-10%
34	-4%	-2%	-5%	-16%
35	?	.	-5%	-13%
36	-6%	0%	-3%	?
37	2%	-3%	-5%	-14%
38	4%	-5%	3%	-7%
39	1%	-7%	-12%	-1%
40	4%	49%[activator]	-9%	-11%
41	-4%	0%	0%	-6%
42	0%	-4%	3%	1%
43	-11%	14%	-4%	-15%
